Wnt act – activates Wnt/beta-catenin signaling in a reporter cell assay | activator, plate reader | activation, % at 9.35 µM | 300,000 tested, 1.2% active | AID 743398; in the data active = activation above about 30%, passing the limit was not always enough; inconclusive = no clear call, values can overlap the other calls;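 also: 0% = neutral control wells and 100% = positive control wells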
Ecoli viability – reduces bacterial viability in AddAB counter-screen. E. coli V3065 growth, OD600 absorbance, 18 h. inhibition, % at 11.9 µM. 330,000 tested, 0.27% active. AID 449728;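 active = inhibition above the campaign's mean inhibition across all tested compounds plus 3 SD, cut at about 9.9% in these data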;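 also: uninfected addAB+ strain grown without phage in ampicillin broth; 0% = DMSO wells and 100% = ciprofloxacin 0.95 µg/ml wells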
CAL PDZ FP-1 – CAL PDZ (human) peptide binding inhibition. Q9HD26. purified CAL PDZ, TMR-peptide fluorescence polarization, 1 h. inhibition, % at 24.9 µM. 300,000 tested, 0.92% active. AID 602252;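 active = mean inhibition of at least 30% with at least half of replicates also reaching 30%; inconclusive = no clear call, values can overlap the other calls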;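 also: 0% = DMSO neutral control and 100% = excess unlabeled competitor peptide PRC23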
SR-BI DiI-HDL act – enhances SR-BI lipid uptake from DiI-HDL | CHO ldlA[mSR-BI] cells, DiI-HDL uptake fluorescence, 3 h; 100 = double the neutral-control signal | activation, % at 12.5 µM | 320,000 tested, 0.096% active | AID 504775;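 active = mean replicate activation of at least 60% and every replicate at or above 60%; inconclusive = mean or all-replicate condition met, but not both; inactive = mean below 60% and not all replicates reaching 60%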;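 also: 0% = median plate neutral-control signal and 100% = twice that signal; values of inactives mirror those of a sister screen read the other way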
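System: LDL receptor-deficient CHO ldlA cells overexpressing murine SR-BI | Timing: 3 h uptake period with compound, 37 °C | Medium: HEPES-buffered (25 mM, pH 7.4) F12 plus 0.5% BSA | Dosing: Single-point compound dose | Signal: Bottom-read fluorescence, 550/595 nm | Read-out: Retained DiI signal reflecting DiI-HDL uptake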
phage Ecoli inh – E. coli growth loss with phage present; growth absorbance; inhibition, % at 11.9 µM; 360,000 tested, 0.26% active; AID 651602; in the data active = inhibition above about 11%
Tat export inh – inhibitors of E. coli Tat protein transport; E. coli MC4100 TorA-mCherry Tat export, fluorescence; inhibition, % at 10 µM; 340,000 tested, 0.036% active; AID 488895;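 active = mean replicate inhibition at least 50% and at least half of replicates individually reaching 50%; inconclusive = only one of the two criteria met; inactive = neither criterion met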;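 also: exported cargo escapes ClpAP degradation while cytoplasmic cargo is degraded and loses fluorescence; 0% = median of neutral control wells and 100% = median of NaSCN control wells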
AddAB inh – less growth of phage-infected E. coli with AddAB; E. coli expressing H. pylori AddAB, absorbance growth; inhibition, % at 11.9 µM; 330,000 tested, 0.29% active; AID 435030; in the data active = inhibition above about 12%;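 also: 0% = vehicle wells of infected cells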
CAL PDZ FP-2 – blocks peptide binding to human CAL PDZ domain; Q9HD26; purified CAL PDZ, TMR-peptide fluorescence polarization, 1 h; inhibition, % at 20 µM; 330,000 tested, 0.02% active; AID 504414;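 active = highest replicate inhibition of at least 40%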;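 also: plate controls were DMSO neutral control wells for no effect and unlabeled competitor peptide control wells for full effect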
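System: tagged CAL PDZ domain. Schedule: 1 h room-temperature incubation prior to read. Signal: fluorescence polarization (mP). Measure: percent inhibition from loss of millipolarization.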
SR-BI HDL uptake – blocks mouse SR-BI lipid uptake from DiI-HDL. Q61009. ldlA[mSR-BI] CHO cells, DiI-HDL uptake fluorescence, 3 h. inhibition, % at 12.5 µM. 320,000 tested, 0.96% active. AID 488896;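 active = mean replicate inhibition of at least 70% and a set share of replicates each scoring 70 or more; inconclusive = meets just one of the two criteria; inactive = fails both criteria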;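 also: 0% = median of neutral control wells and 100% = median of positive control wells; values of inactives mirror those of a sister screen read the other way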
Target sequence (Q61009 whole entry, looked up): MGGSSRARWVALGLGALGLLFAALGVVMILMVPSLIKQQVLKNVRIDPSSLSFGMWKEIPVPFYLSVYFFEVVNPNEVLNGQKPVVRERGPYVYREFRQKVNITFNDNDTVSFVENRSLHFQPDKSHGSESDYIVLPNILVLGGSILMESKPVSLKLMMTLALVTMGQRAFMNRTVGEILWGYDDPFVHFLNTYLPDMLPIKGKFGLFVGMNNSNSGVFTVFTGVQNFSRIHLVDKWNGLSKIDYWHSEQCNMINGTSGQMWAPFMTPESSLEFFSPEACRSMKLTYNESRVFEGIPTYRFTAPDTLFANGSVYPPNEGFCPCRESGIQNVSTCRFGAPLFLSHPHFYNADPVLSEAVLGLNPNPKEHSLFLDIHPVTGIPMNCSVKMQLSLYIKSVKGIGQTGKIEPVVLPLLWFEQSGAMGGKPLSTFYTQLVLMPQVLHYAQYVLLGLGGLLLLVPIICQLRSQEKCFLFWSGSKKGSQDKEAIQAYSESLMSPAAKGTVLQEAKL
MITF act – MITF TRPM1 promoter activation in melanoma cells; SK-MEL-5 TRPM1-promoter luciferase, 24 h; % of positive control, neutral wells = 0; activation, % at 12.5 µM; 300,000 tested, 0.75% active; AID 588334;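 active = mean activation of at least 80% with every replicate also reaching 80%; inconclusive = mean reaches 80% but some replicate falls short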;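 also: 0% = neutral control wells and 100% = parthenolide positive control wells; values of inactives mirror those of a sister screen read the other way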
Active calls of the source: *; u = inconclusive; x = not tested or not shown.

SMILES	Wnt act	Ecoli viability	CAL PDZ FP-1	SR-BI DiI-HDL act	phage Ecoli inh	Tat export inh	AddAB inh	CAL PDZ FP-2	SR-BI HDL uptake	MITF act
Cc1ccc(C(=O)Nc2ccccc2C(=O)O)cc1NC(=O)COc1c(C)cccc1C	0	1.4	x	-17	4.1	-6	0.3	-2.1	17	0
N#Cc1cnn2ccc(-c3cc(N4CCOCC4)ccc3[N+](=O)[O-])nc12	-1	-0.8	6	27	5.2	-2	-1.3	0.0	-27	2
O=C(NC1CCN(Cc2ccccc2)CC1)C1CCN(S(=O)(=O)c2cccc([N+](=O)[O-])c2)CC1	x	2.3	-5	-24	x	19	5.7	-1.8	24	-12
Cc1ccccc1CC(=O)N1CCOCC1	-1	-1.7	-5	-1	3.8	5	-1.8	0.1	1	-10
Cc1ccc(S(=O)(=O)NCc2ccc(C(=O)N3CCc4ccccc4C3)cc2)cc1	-1	2.2	-4	-24	4.2	1	4.7	-0.7	24	16
CCCCCN(C(=O)CCC(=O)OCC(=O)NCc1ccc(OC)cc1)c1c(N)n(CCCC)c(=O)[nH]c1=O	-2	0.1	x	1	-0.7	2	3.7	-0.1	-1	-1
COc1ccc(S(=O)(=O)N2CCOCC2)cc1NC(=O)CN1C(=O)NC2(CCCCC2C)C1=O (centres undefined)	-5	1.4	-7	17	2.9	6	3.2	-2.2	-17	9
N#Cc1c(-c2ccccc2)nc(SCc2ccc([N+](=O)[O-])cc2)[nH]c1=O	-1	-3.5	-3	7	-0.4	8	-1.3	-29	-7	8
CC(=O)Nc1ccc(S(=O)(=O)NCC(=O)OCC(=O)N2CC(C)OC(C)C2)cc1 (centres undefined)	1	-0.3	-6	12	-0.1	-5	2.0	-0.5	-12	-2
COc1cc(C(=O)Nc2sc3c(c2C(=O)O)CCC(C)C3)cc(OC)c1OC (centres undefined)	0	-1.5	-9	19	-1.1	-8	2.4	-0.7	-19	3
CCOC(=O)c1nc2cc3n(c(C)c-2c1C)C(C)C(CC)=C3C (centres undefined)	x	-0.2	-5	1	2.8	-3	2.0	-1.9	-1	10
Cc1ccc(C2CC(=O)NC(SCCC(C)C)=C2C#N)cc1 (centres undefined)	-3	0.4	x	9	3.0	-6	0.9	-0.9	-9	13
Cc1cc(C)c(NC(=O)CSc2nnc(-c3ccccn3)n2N)c(Cl)c1	0	-2.0	0	-6	-0.1	-2	-0.4	-5.4	6	x
Cc1cc(C(=O)CS(=O)(=O)c2ccc(Cl)cc2)cc(C)c1O	3	0.0	8	19	-1.0	-1	2.7	0.8	-19	9
Cc1cccc(C(=O)N/N=C/c2ccc(OCC(=O)N3CCCCC3)cc2)c1	-4	-0.4	1	-46	-1.8	-3	1.1	-3.1	46	6
CCOc1ccc(NC(=O)Nc2cc(C(C)C)c(O)cc2C)cc1	-1	-0.4	-1	-14	-0.1	-2	-0.3	-0.6	14	4
COCCNC(=O)/C(C#N)=C/c1cc(C)n(-c2ccc(C)cc2)c1C	19	3.3	1	-22	4.1	-2	4.2	x	22	43
COC(=O)CNC(=O)Cc1c(F)cccc1Cl	2	0.7	-1	14	1.9	-6	1.6	-1.8	-14	-6
CN(CCc1ccccn1)C1CCCN(S(=O)(=O)c2ccc(F)c(Cl)c2)C1 (centres undefined)	0	2.3	-3	7	-1.0	-5	1.0	0.0	-7	6
COc1ccccc1/C=C1\SC(=S)N(CCC(=O)Nc2ccc(C(=O)O)c(O)c2)C1=O	-2	-1.3	-2	15	1.6	12	-1.2	-0.9	-15	-8
CC1=CN2C(=NC(=O)CC2(C)C(=O)N(CC(=O)NC2CCCC2)Cc2ccc(Cl)cc2)C=C1 (centres undefined)	0	-0.4	2	5	2.7	4	1.7	-1.7	-5	-3
COc1ccc(Cl)cc1NC(=O)CN(C)CC(=O)Nc1ccccc1-c1ccccc1	-1	-0.7	-7	-5	-2.0	13	0.1	-1.2	5	-6
CCn1cnc2c1c(=O)n(CC(=O)OC(C)C(N)=O)c(=O)n2Cc1ccccc1 (centres undefined)	0	-1.4	1	14	0.6	-1	0.6	-2.0	-14	-4
Cc1cc(NS(=O)(=O)Cc2ccccc2)cc(C)c1OCC(=O)N1CCOCC1	x	-0.5	0	0	0.6	-8	0.1	0.1	0	-3
CCCCC(Nc1ncnc2ccccc12)C(=O)O (centres undefined)	x	0.8	x	-3	3.6	4	1.8	-1.4	3	-15
Cc1ccc(S(=O)(=O)NCc2ccc(C(=O)NCCCN3CCN(C)CC3)cc2)cc1	x	-0.1	-1	-14	0.8	0	-1.5	-1.8	14	x
COc1ccc(C(=O)NC2CCCCC2)cc1S(=O)(=O)N1CCOCC1	0	-2.0	x	x	-1.2	-1	1.6	-1.0	x	23
COc1cc(C(=O)NCCC(=O)NCCCN2CCCCC2)cc(OC)c1OC	x	-0.9	0	46	1.8	3	-0.3	-2.5	-46	-7
COCCCNC(=O)CNC(=O)c1nn(-c2ccc(OC)cc2)c(=O)c2ccccc12	-1	-3.2	25	19	3.3	-16	-1.0	0.8	-19	-4
c1ccc(C[C@H]2CNCCN2CCc2cccc3ccccc23)cc1	1	-0.1	0	7	2.6	-6	-1.4	-1.9	-7	9

Quoted at random: 5 compounds from above.
SMILES	Wnt act	Ecoli viability	CAL PDZ FP-1	SR-BI DiI-HDL act	phage Ecoli inh	Tat export inh	AddAB inh	CAL PDZ FP-2	SR-BI HDL uptake	MITF act
Cc1ccc(S(=O)(=O)NCc2ccc(C(=O)NCCCN3CCN(C)CC3)cc2)cc1	x	-0.1	-1	-14	0.8	0	-1.5	-1.8	14	x
COc1ccccc1/C=C1\SC(=S)N(CCC(=O)Nc2ccc(C(=O)O)c(O)c2)C1=O	-2	-1.3	-2	15	1.6	12	-1.2	-0.9	-15	-8
c1ccc(C[C@H]2CNCCN2CCc2cccc3ccccc23)cc1	1	-0.1	0	7	2.6	-6	-1.4	-1.9	-7	9
COc1ccc(C(=O)NC2CCCCC2)cc1S(=O)(=O)N1CCOCC1	0	-2.0	x	x	-1.2	-1	1.6	-1.0	x	23
COCCNC(=O)/C(C#N)=C/c1cc(C)n(-c2ccc(C)cc2)c1C	19	3.3	1	-22	4.1	-2	4.2	x	22	43

Next section.
SMILES	Wnt act	Ecoli viability	CAL PDZ FP-1	SR-BI DiI-HDL act	phage Ecoli inh	Tat export inh	AddAB inh	CAL PDZ FP-2	SR-BI HDL uptake	MITF act
CCCCN1CC(=O)N2[C@H](c3ccc(Cl)cc3)[C@@H]3C(=O)N(CC)C(=O)[C@@H]3[C@]2(C)C1=O	-1	1.6	-5	3	1.2	0	1.7	0.0	-3	-5
O=C(Nc1cc(Sc2nc3ccccc3s2)cc([N+](=O)[O-])c1)c1ccccc1	-4	1.2	-4	-28	1.5	7	-0.2	-0.3	28	-7
O=C(CN1CCN(C(=O)c2c(F)cccc2F)CC1)Nc1ccccc1C(F)(F)F	-1	0.2	8	26	0.2	-5	0.8	0.6	-26	0
O=c1cc(N2CCCC2)c2ccccc2o1	-2	-1.1	1	21	2.0	-2	-3.7	-0.2	-21	1
CC1(C)COC2(OC1)C(=O)Nc1ccccc12	-1	2.5	x	6	1.3	2	-1.0	-0.2	-6	-14
O=C1CC2(CCCCC2)CC(=O)N1CCc1ccccc1	8	x	-8	-3	3.0	1	x	0.7	3	26
Brc1ccccc1-c1cnco1	2	-0.2	-7	21	-1.3	-3	1.0	-0.5	-21	-10
CC(C)OC(=O)c1nn2c(C(F)(F)F)cc(-c3ccco3)nc2c1Cl	x	0.7	-2	x	2.0	u	-0.7	-0.4	x	1
S=c1[nH]nc(-c2ccccc2)n1/N=C/c1cccc(Cl)c1	0	-2.3	-5	-12	1.3	-4	-0.7	-1.0	12	x
COc1cc(S(=O)(=O)N2CCOCC2)ccc1NC(=O)COC(=O)c1ccccn1	x	2.4	-4	x	1.1	-7	1.4	0.0	x	3
CC(=O)c1cccc(NC(=O)c2cccc(S(=O)(=O)N3CCOCC3)c2)c1	-1	0.8	-32	x	2.8	-5	5.1	-2.6	x	-4
Cc1ccc(NC(=S)Nc2ccc3[nH]c(=O)[nH]c3c2)cc1	2	-0.3	-7	7	2.0	-2	-0.7	-4.6	-7	16
CN(C)CCN1C(=O)c2oc3ccccc3c(=O)c2C1c1cccc(Br)c1 (centres undefined)	x	2.2	-4	-11	1.9	6	1.1	x	11	0
CC(C)c1cc(=O)n2[nH]c(SCc3ccccc3)nc2n1	-2	4.0	-1	13	2.0	3	1.1	-0.6	-13	-10
Cc1nc(N/N=C\c2ccc3c(c2)OCO3)sc1C	5	-2.9	0	1	0.2	-4	0.9	-8.1	-1	u
CC1CCCN(S(=O)(=O)c2ccc(S(=O)(=O)N3CCCC3)cc2)C1 (centres undefined)	-1	-0.4	-1	-7	2.6	2	1.2	0.6	7	1
CC1(C)C2CCC(C2)C1(C)NC(=O)CN1CCCC1 (centres undefined)	13	-1.9	22	18	-1.3	12	2.4	-0.4	-18	x
COc1ccc(C2C3=C(CCCC3=O)Nc3nc(-c4cc(OC)c(OC)c(OC)c4)nn32)cc1OC (centres undefined)	-1	-0.2	-11	9	2.4	0	0.0	-4.1	-9	x
CCOc1cc(N2CCOCC2)c(OCC)cc1NC(=O)CSc1ncn[nH]1	-2	0.4	0	2	0.6	1	0.5	-0.1	-2	2
CCOC(=O)N1CCN(S(=O)(=O)c2c(C)nn(C)c2C)CC1	x	0.3	0	4	1.0	14	2.2	-0.9	-4	9
CCc1ccc(OCC(=O)NN2Cc3ccccc3C2=N)cc1	-1	1.0	-4	5	2.7	4	3.2	-2.2	-5	-7
CCOC(=O)c1cc(-c2ccccc2)sc1NC(=O)C(C)OC(=O)c1cccnc1OCC (centres undefined)	-2	0.0	x	-39	2.9	19	7.6	-0.6	39	-1
CCOc1ccc(N2C(=O)CC(N3CCN(c4ccc(Cl)cc4)CC3)C2=O)cc1 (centres undefined)	-2	-0.7	-7	-32	1.9	-2	3.5	0.1	32	x
Cc1oc(CN2CCOCC2)cc1C(=O)O	0	0.2	-3	8	3.0	-7	-1.1	-0.8	-8	0
CCC1CCCCN1C(=O)COc1ccc(N(C)S(=O)(=O)c2ccc(C)cc2)cc1 (centres undefined)	-2	-1.8	-5	x	0.9	9	2.4	-2.7	17	-15
Oc1ccccc1-c1n[nH]c(=S)n1Cc1ccco1	x	-1.7	-6	-31	-0.2	-6	-1.3	x	31	-20
S=C(Nc1ccc2snnc2c1)N1CCN(c2ccccn2)CC1	7	-1.2	-5	-26	-1.1	-5	1.4	0.6	26	0

Assay outcomes (PubChem BioAssay)
